Bioassay records (PubChem)
FLuc modulator – qHTS profiling assay for firefly luciferase inhibitor/activator using purifed enzyme and Km concentrations of substrates (counterscreen for miR-21 project); purified FLuc, Km substrates, luminescence inhibition; Potency, µM (highest dose often 57.5 µM), for the others: top-dose activity change, negative = inhibition, hits mostly inhibitors; 360,000 tested, 6.9% active;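 note: plate controls were vehicle for no effect and reference inhibitor for full effect; nearly all actives have a fitted effect of over 55% in size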
Target sequence (P08659 whole entry, looked up): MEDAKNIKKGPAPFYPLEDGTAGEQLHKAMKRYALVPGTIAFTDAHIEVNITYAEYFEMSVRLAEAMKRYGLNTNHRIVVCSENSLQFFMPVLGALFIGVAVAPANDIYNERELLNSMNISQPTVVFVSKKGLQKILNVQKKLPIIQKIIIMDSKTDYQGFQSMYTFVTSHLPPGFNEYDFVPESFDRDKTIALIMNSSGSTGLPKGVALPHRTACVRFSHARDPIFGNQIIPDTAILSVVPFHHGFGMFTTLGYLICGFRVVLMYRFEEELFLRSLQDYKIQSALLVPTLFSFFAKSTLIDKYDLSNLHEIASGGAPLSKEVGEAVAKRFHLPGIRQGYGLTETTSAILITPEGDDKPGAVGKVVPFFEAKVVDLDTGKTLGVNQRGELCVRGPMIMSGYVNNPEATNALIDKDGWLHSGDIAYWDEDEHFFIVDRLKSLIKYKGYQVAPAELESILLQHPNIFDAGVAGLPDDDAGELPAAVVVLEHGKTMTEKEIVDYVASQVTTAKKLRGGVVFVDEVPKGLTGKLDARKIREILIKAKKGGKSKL
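Biochemical qHTS of compounds, final roughly 60 µM downward over six points, against 10 nM purified firefly luciferase using Km concentrations of substrates (10 uM D-luciferin, 10 uM ATP) in Tris acetate pH 7.5 buffer; luminescence output.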
Gal4-VP16 FLuc – VP16 counterscreen qHTS for inhibitors of ROR gamma transcriptional activity. 310,000 tested, 3.5% active. Potency, µM (titrated, usually from 53.6 µM), for inactives: at the highest dose activity, negative = inhibition, actives largely listed as inhibitors. Drosophila S2 Gal4-VP16 UAS-luciferase, luminescence, 20 h;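 note: Gal4-VP16 expression switched on by copper sulfate through the metallothionein promoter; % is set by controls: 0 for no effect and ±100 for the full control effect; nearly all actives have a fitted effect of over 50% in size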
p53 reactivator – qHTS assay for re-activators of p53 using a Luc reporter | H1299 p53-A138V BP100-luciferase reporter, luminescence, 24 h | Potency, µM (top dose mostly 92.2 µM), for inactives: at the top dose activity change, positive = activation, hits mostly activators | 320,000 tested, 0.063% active | AID 504706, 2011; note: % of control where 0% means no effect; nearly all actives have a fitted effect of over 45% in size
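H1299 (p53-null), stable ts p53-A138V + BP100-Luc; 1000 cells/well, Opti-MEM/10% FBS; cpd 4 pt, 1:5; 24 h, 37 deg C, 5% CO2; detection reagent 10 min RT; luminescence.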
RORgamma inh – qHTS for inhibitors of ROR gamma transcriptional activity; Nuclear receptor ROR-gamma (Mus musculus), P51450; Drosophila S2 Gal4-RORgamma UAS-luciferase reporter, 20 h; Potency, µM (doses to about 53.6 µM), for the others: at the highest dose activity change, negative = inhibition, most hits filed as inhibitors; 310,000 tested, 5.4% active; AID 2551, 2010; note: % is set by controls: 0 for no effect and ±100 for the full control effect; nearly all actives have a fitted effect of over 60% in size
Target sequence (P51450 whole entry, looked up, the tested form may be a part): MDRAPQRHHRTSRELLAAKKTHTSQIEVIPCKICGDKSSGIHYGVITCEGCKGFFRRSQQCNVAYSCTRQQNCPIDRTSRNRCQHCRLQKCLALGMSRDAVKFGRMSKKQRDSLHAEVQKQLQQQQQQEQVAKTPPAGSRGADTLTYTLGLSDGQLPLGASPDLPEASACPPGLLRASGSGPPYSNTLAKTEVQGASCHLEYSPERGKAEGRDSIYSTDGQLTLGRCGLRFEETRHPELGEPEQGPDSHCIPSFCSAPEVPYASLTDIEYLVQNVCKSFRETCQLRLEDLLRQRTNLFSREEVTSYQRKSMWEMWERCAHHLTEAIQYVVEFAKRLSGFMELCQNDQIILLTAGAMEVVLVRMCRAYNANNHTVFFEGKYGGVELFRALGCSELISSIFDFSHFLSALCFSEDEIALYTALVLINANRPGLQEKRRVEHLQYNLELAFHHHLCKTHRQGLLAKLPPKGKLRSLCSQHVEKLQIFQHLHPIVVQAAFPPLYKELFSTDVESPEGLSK
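Using a luciferase readout, inhibitors were identified by reduced reporter activity in Drosophila cells coexpressing a copper-inducible Gal4–ROR gamma fusion and UAS-driven Photinus luciferase, incubated 20 hr after 700 uM copper sulfate.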
Rab9 promoter act – qHTS Assay for Rab9 Promoter Activators; Huh7 Rab9 promoter-luciferase reporter, luminescence, 24 h; Potency, µM (series often up to 9.22 µM), for inactives: at the top dose activation, negative = inhibition, actives largely listed as activators; 320,000 tested, 2.8% active; note: % of control where 0% means no effect; nearly all actives have a fitted effect of over 60% in size
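Quantitative HTS format; Huh7 Rab9-luciferase reporter cells (1500/well) receive compound 2 h post-plating, incubate 24 h at 37 °C, then get luciferase reagent for 10 min before luminescence reading.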
MBNL1 CUG block – qHTS Assay for Inhibitors of MBNL1-poly(CUG) RNA binding; Muscleblind-like protein 1 (Homo sapiens), Q9NR56; TR-FRET MBNL1-His/biotin-(CUG)12 binding, 665/545 ratio; Potency, µM (series often up to 57.5 µM), without a hit: at the highest dose activity change, negative = inhibition, actives largely listed as inhibitors; 280,000 tested, 0.036% active; active = well fitted inhibition curve with a large enough effect in the signal ratio, with a control signal flat, not every such curve was filed as active; inconclusive = small, poorly fitted or top-dose-only effect, or effect the other way, or a change in a side signal; inactive = no such curve, though single readings can be large or run the other way; the % refers to the signal ratio; note: % is set by controls: 0 for no effect and ±100 for the full control effect
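TR-FRET between His-tagged MBNL1 and biotin-(CUG)12 RNA, detected with Tb anti-His antibody (0.055 ng/ul) and streptavidin-XL665 (5 nM), 60 min at room temperature. Compounds titrated 92 nM to 58 uM; 665/545 nm ratio normalized to buffer and complex controls.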
ELG1 genotox – qHTS screen for small molecules that induce genotoxicity in human embryonic kidney (HEK293T) cells expressing luciferase-tagged ELG1 | HEK293T ELG1-luciferase reporter, luminescence, 16 h | Potency, µM (series often up to 46 µM), without a hit: at the highest dose activity change, positive = activation, most hits filed as activators | 330,000 tested, 1.3% active | AID 504466, 2011; note: % of control where 0% means no effect; nearly all actives have a fitted effect of over 60% in size
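Luminescence read-out: rising ELG1-luciferase signal, reflecting elevated ELG1 protein under genetic stress, flags genotoxic compounds. Cells were treated for 16 hr at 37 °C before ONE-Glo detection.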
NPC1 prom act – qHTS Assay for NPC1 Promoter Activators | Huh7 NPC1 promoter luciferase reporter, 24 h | Potency, µM (highest dose often 9.22 µM), inactives show top-dose activation, actives largely listed as activators | 320,000 tested, 2.4% active | AID 485313, 2010;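 note: % of control where 0% means no effect; nearly all actives have a fitted effect of over 60% in size; reporter is driven by a mutant NPC1 promoter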
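Quantitative HTS used a cell-based reporter: Huh7 cells stably bearing the NPC1 promoter upstream of luciferase were treated with compounds for 24 h, and promoter activation was read as luminescence.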
BRCA1 expr up – qHTS Assay to Identify Small Molecule Activators of BRCA1 Expression | MCF7-BRCA1-FFLuc reporter, luminescence, 48 h; response scale: scaled: vehicle 0%, 10 µM genistein 100% | Potency, µM (series often up to 46.1 µM), inactives show at the top dose activation, hits mostly activators | 380,000 tested, 1.1% active; note: nearly all actives have a fitted effect of over 80% in size; some results filed as inactive show a strong effect at the top dose
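MCF7-BRCA1-FFLuc cells, 2000/well in phenol-red-free MEM, attached 2 h then treated 48 h at 37 C. Luciferase luminescence read 15 min after reagent; normalized to genistein maximum activation (10microM) and DMSO, concentration-response fitted.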
uPA surface inh – qHTS for Inhibitors of Cell Surface uPA Generation | cell surface uPA generation assay, qHTS | Potency, µM (series often up to 38.3 µM), for inactives: at the highest dose activity change, negative = inhibition, actives largely listed as inhibitors | 330,000 tested, 0.31% active; active = well fitted inhibition curve with a large enough effect; inconclusive = small, poorly fitted or top-dose-only effect; inactive = no such curve, though single readings can be large or run the other way; tested in mouse RAW 264.7 cells; note: % is set by controls: 0 for no effect and ±100 for the full control effect; nearly all actives have a fitted effect of over 55% in size
* hit, by the source's call; ? = inconclusive; . = no result given; [ ] = remark or other dose. Unless noted, calls come from the whole dose curve; as a rule, active = well fitted curve in the direction sought with a large enough effect; inconclusive = small, poorly fitted or top-dose-only effect, or another doubt; inactive = no such curve, though single readings can be large; an effect the other way counts as inactive or inconclusive. Potency is the fitted concentration of half-maximal effect.

SMILES	FLuc modulator	Gal4-VP16 FLuc	p53 reactivator	RORgamma inh	Rab9 promoter act	MBNL1 CUG block	ELG1 genotox	NPC1 prom act	BRCA1 expr up	uPA surface inh
NC(=O)CC(NC(=O)Cc1cccc2ccccc12)c1ccc(NC2CC3CCC2C3)c([N+](=O)[O-])c1 (stereo not drawn)	0%	-4%	5%	12%	-2%	11%	-2%	-2%	-26%	?
COc1ccc2nc(-c3ccccc3)cc(OC)c2c1	12µM*	?	5%	?	20%	13%	?	18%	-15%	-6%
CCOC(=O)CSc1nc(CC)nc2ccccc12	-12%	8%	-1%	-6%[10 µM]	2%	41%[activator]	-5%	0%	6%	-4%
c1ccc(-n2nnnc2NC2CCCCC2)cc1	-25%	-4%[0.365 µM]	10%	-27%	-6%	-5%	19%	1%	-32%	-20%
CCCn1cc2c(c1-c1ccc(C)cc1)c(=O)n(C)c(=O)n2C	-1%	1%	-2%	19%	-4%	1%	6%	-4%	-15%	-6%
CC(C)=CCc1c(O)ccc(C(=O)Cc2ccccc2)c1O	-2%	-17%	1%	33%	-2%	9%	-2%	-5%	-23%	6%
COc1ccc(-c2csc(Nc3cccc(C)n3)n2)cc1	2.7µM*	?	21%	?	0.89µM*	5%	4.6µM*	0.89µM*	?	-3%
N#CCCN(Cc1ccccc1)S(=O)(=O)c1cccs1	4%	18%	8%	-2%	-2%	-12%	-3%	2%	-8%	-14%
CCCn1c(CC)nc([N+](=O)[O-])c1Sc1ccc(F)cc1	4%	7%	-8%	24%	0%	0%	-13%	-3%	-33%	-14%
COc1cc(C(=O)N/C(=C\c2cn(C)c3ccccc23)C(=O)NCCCN2CCOCC2)cc(OC)c1OC	2%	2%	13%	1%	-4%	6%	1%	-3%	4%	1%
COc1ccc(-c2nc(C#N)c(NCc3ccccc3Cl)o2)cc1	?	-3%	.	-32%	.	2%	.	.	2%	.
CCOc1ccc(-c2nc(CSCC(=O)NC3CC3)c(C)o2)cc1	?	?	-6%	8.9µM*	-24%	0%	0%	1%	-91%	-12%
Cn1cccc1C(=O)N1CCN(S(=O)(=O)c2ccccc2)CC1	3%	.	5%	.	-3%	.	10%	-1%	-16%	4%
COc1ccc2occ(NC(C)=O)c2c1	3%	-7%	1%	8%	1%	-7%	-12%	8%	17%	-2%
COc1cccc(NC(=O)CN(C)S(=O)(=O)c2ccc3c(c2)n(C)c(=O)c(=O)n3C)c1	0%	-1%	7%	-17%	-2%	6%	0%	-1%	1%	2%

Given with bars between the fields: five of the compounds above
Compound | FLuc modulator | Gal4-VP16 FLuc | p53 reactivator | RORgamma inh | Rab9 promoter act | MBNL1 CUG block | ELG1 genotox | NPC1 prom act | BRCA1 expr up | uPA surface inh
CC(C)=CCc1c(O)ccc(C(=O)Cc2ccccc2)c1O | -2% | -17% | 1% | 33% | -2% | 9% | -2% | -5% | -23% | 6%
COc1ccc(-c2csc(Nc3cccc(C)n3)n2)cc1 | 2.7µM* | ? | 21% | ? | 0.89µM* | 5% | 4.6µM* | 0.89µM* | ? | -3%
N#CCCN(Cc1ccccc1)S(=O)(=O)c1cccs1 | 4% | 18% | 8% | -2% | -2% | -12% | -3% | 2% | -8% | -14%
CCCn1c(CC)nc([N+](=O)[O-])c1Sc1ccc(F)cc1 | 4% | 7% | -8% | 24% | 0% | 0% | -13% | -3% | -33% | -14%
COc1cc(C(=O)N/C(=C\c2cn(C)c3ccccc23)C(=O)NCCCN2CCOCC2)cc(OC)c1OC | 2% | 2% | 13% | 1% | -4% | 6% | 1% | -3% | 4% | 1%

Going on with the list:
SMILES	FLuc modulator	Gal4-VP16 FLuc	p53 reactivator	RORgamma inh	Rab9 promoter act	MBNL1 CUG block	ELG1 genotox	NPC1 prom act	BRCA1 expr up	uPA surface inh
Cc1cc(=O)oc2c(C)c(OCC(=O)NCCCN3CCCC3=O)ccc12	-2%	14%	1%	-4%	-1%	0%	6%	-4%	0%	2%
O=C(NC(Cc1ccccc1)C(=O)N1CCCC(C(F)(F)F)C1)c1ccccc1 (stereo not drawn)	-1%	.	-7%	.	1%	.	-7%	-1%	-8%	5%
Cc1cc(C)nc(SCC(CSc2nc(C)cc(C)n2)C(=O)O)n1	-4%	1%	-3%	0%	-6%	0%	4%	-7%	36%	6%
CC(C)CNC1CS(=O)(=O)CC1O (stereo not drawn)	0%	-14%	-2%	-2%	-6%	-3%	-1%	-2%	1%	2%
Cc1ccc(NC(=O)CCc2c(C)nn(-c3ccc(N4CCOCC4)nn3)c2C)cc1C	?	-2%	?	20%	0%	0%	6%	5%	49%	6%
COc1ccc(CNC(=O)C[C@H]2C[C@H](C(=O)N3CCCCC3)[C@@]3(C)c4[nH]c5cc(CCC(=O)N(C)C)ccc5c4CCN3C2=O)cc1OC	.	.	-7%	.	.	.	11%	.	0%	0%
COc1ccc(-c2cc(C(=O)NC(C)C)no2)cc1	5.4µM*	-26%	?	?	1.1µM*	5%	6.5µM*	2.5µM*	?	-19%
CCOC(=O)c1sc(NC(=O)CSc2nnc(C)s2)c(C(=O)OCC)c1C	-2%	-2%	1%	6%	-2%	11%	-5%	-1%	1%	-1%
COc1ccc(NC(=O)c2cc(C)no2)cc1OC	2%	5%	9%	-2%	-15%	-4%	3%	-4%	-8%	0%
CC(=O)Nc1ccc(/C=N/NC(=O)c2cccs2)cc1	12µM*	?	12%	?	1.3µM*	?	16µM*	2.5µM*	75%	-1%
CCCP(=O)(CCC)CCP(=O)(c1ccccc1)c1ccccc1	6%	-2%	-21%	13µM*	-4%	-8%	3%	0%	-22%	1%
Cc1ccc(-n2c(Cc3cccs3)nnc2SCC(N)=O)cc1	7%	2%	-7%	-5%	3%	4%	0%	-1%	14%	.
CNC(=O)COc1coc(CN2CCN(c3ccc(F)cc3)CC2)cc1=O	1%	-12%	4%	1%	-4%	0%	2%	0%	0%	3%
CCN(CC)C(=O)C(C)N(C#N)c1nc(SC)nc(N(C)C)n1 (stereo not drawn)	2%	8%	-2%	-20%	-4%	-8%	0%	0%	0%	.
C=CCC(C=C)[N+]1(CC(=O)OC)CCCCC1 (stereo not drawn)	0%	4%	-1%	5%	-10%	2%	2%	-1%	-8%	2%
COc1cccc(CNC(=O)CSc2ccc(-c3cccs3)nn2)c1	-3%	5%	-2%	0%	3%	.	-5%	-2%	23%	6%
CCN(CC)c1ccc2cc(C(N)=O)/c(=N\NC(=O)c3ccncc3)oc2c1	17µM*	0%	3%	-12%	13%	?	-16%	-8%	19%	?
O=C(c1ccco1)c1cn(CC(=O)N2CCCCCC2)c2ccccc12	2%	7%	-10%	5%	-1%	2%	-2%	-6%	-11%	2%
CC(O)C1CCC2C3CC[C@H]4CC(O)CCC4(C)C3CC3(OCCO3)C12C (stereo partly drawn)	3%	-5%	-3%	-12%	-6%	-2%	-4%	-2%	-4%	3%
O=C(Nc1ccc(F)cc1F)c1ccco1	-1%	?	.	-1%	.	-4%	.	.	12%	.
Cc1ccc(S(=O)(=O)N(CC(=O)Nc2ccc(C)cc2C)C(=O)N2CCN(C)CC2)cc1	1%	.	-1%	.	0%	.	-11%	-1%	-1%	2%
Cc1ccc(OCC(=O)Nc2ccc3c(c2)nc(CCN2CCCCC2)n3C)cc1	2%	5%	-10%	11%	-2%	-2%	0%	1%	-52%	0%
Clc1nc(-c2ccccn2)nc2scc(-c3ccccc3)c12	0.38µM*	-3%	11µM*	5%[10 µM]	4.5µM*	.	?	?	-71%	10µM*
O=C(O)C1(NS(=O)(=O)c2ccc(Cl)cc2)CCCCC1	4%	1%	-5%	15%	0%	-5%	0%	-2%	8%	1%
Cc1cc(C(=O)N/N=C2\CC(=O)CC(C)(C)C2)n[nH]1	-5%	0%	1%	6%	7%	-9%	-1%	1%	-7%	4%
Cc1cc(C(=O)N2CCCC(C(=O)c3ccc(Oc4ccccc4)cc3)C2)n[nH]1 (stereo not drawn)	0%	-9%	7%	?	-12%	0%	-9%	0%	-21%	-11%
Cn1c(NC(=O)c2ccc(F)cc2)nc2ccccc21	3µM*	1.3µM*	.	0.45µM*	4µM*	22%	?	3.5µM*	71%	?
C/C(=N/NC(=O)c1nnn(-c2nonc2N)c1-c1ccccc1)c1ccc2c(c1)OCO2	-1%	-22%	-3%	31%	1%	2%	-11%	1%	7%	6%
Cn1cc(C=O)c2cc(F)ccc21	-4%	7%	2%	-11%	-3%	-6%	1%	1%	-9%	-4%
